Source: PubChem BioAssay
Imprint erasure – induces erasure of genomic imprints in mouse ES cells | mouse ES Peg3-LacZ reporter, beta-gal luminescence, 40 h | Potency, µM (highest dose often 60.7 µM), without a hit: top-dose activity change, positive = activation, usual class: activators | 110,000 tested, 0.02% active;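 also: 0% = negative control wells on the plate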
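Readout: BetaGlo luminescence (5 min, room temp) for LacZ from the normally silent maternal Peg3 allele in female Peg3LacZ-Neo ES cells. Cells 300/well, 40 h, 37C, 5% CO2. Data normalized per plate to negative controls.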
p53ts 39C kill – p53ts cell cytotoxicity, nonpermissive temperature; H1299-p53A138V viability at 39C, ATP luminescence, 24 h; Potency, µM (highest dose often 46.1 µM), for inactives: at the highest dose activity change, negative = cell killing, actives largely listed as cytotoxic; 130,000 tested, 1.5% active; AID 902; also: nearly all actives have a fitted effect of over 55% in size
p53ts 32C tox – kills p53ts cells at the permissive temperature; H1299-p53A138V at 32C, ATP luminescence viability, 24 h; Potency, µM (titrated, usually from 46.1 µM), without a hit: at the highest dose activity change, negative = cytotoxicity, usual class: cytotoxic; 130,000 tested, 0.93% active; AID 924;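 also: 0% = DMSO and -100% = full killing by reference compound; nearly all actives have a fitted effect of over 55% in size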
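H1299-p53 A138V cells (temperature-sensitive p53) exposed 24 h to up to 46 uM compound at 32C, where p53 is wild-type in conformation. Viability read as ATP luminescence and normalised to DMSO and 100 uM tamoxifen. AC50 fitted with the Hill equation.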
IkB sig inh – IkB pathway inhibition in ABC-DLBCL cells; ABC-DLBCL IkBa-CBG/CBR dual luciferase ratio, 4 h; response scale: scaled: untreated 0%, proteasome inhibitor 100%; Potency, µM (series often up to 57.1 µM), without a hit: top-dose IkBa stabilization activation; 110,000 tested, 0.04% active; active = well fitted curve in the direction sought with a large enough effect in the signal ratio, not every such curve was filed as active; inconclusive = small, poorly fitted or top-dose-only effect, or a change in a side signal; the % refers to the signal ratio;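 also: the direction sought is a rising ratio; 0% = basal untreated cells and 100% = reference inhibitor full response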
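In this assay, an IκBα–CBG68 fusion accumulates when IKK-driven degradation is blocked; native CBR normalizes for cell number. OCI-Ly3 cells were treated 4 h with compound and doxycycline, then green and red light read after Chroma-Glo addition.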
* hit, by the source's call; u = inconclusive; x = not tested or not shown; [ ] = dose if it differs, or a comment. Unless noted, calls follow the shape of the dose curve; as a rule, active = well fitted curve in the direction sought with a large enough effect; inconclusive = small, poorly fitted or top-dose-only effect, or another doubt; inactive = no such curve, though single readings can be large; an effect the other way counts as inactive or inconclusive. Unless noted, % is scaled to controls: 0 for no effect and ±100 for the full control effect; potency is read from the fitted curve at half-maximal effect.

A first look:
SMILES	Imprint erasure	p53ts 39C kill	p53ts 32C tox	IkB sig inh
COc1ccc(NC(=O)C2CC(=O)N(C)C(=Nc3ccc4c(c3)OCO4)S2)cc1 (stereo not drawn)	-6%	-15%	4%	0.2%
CCOC(=O)c1c(Oc2ccc(OC)cc2)nnc(-c2ccccc2)c1-c1ccccc1	-4%[10.9 µM]	14%	13%	u

The list itself, previewed entries included:
SMILES	Imprint erasure	p53ts 39C kill	p53ts 32C tox	IkB sig inh
COc1ccc(NC(=O)C2CC(=O)N(C)C(=Nc3ccc4c(c3)OCO4)S2)cc1 (stereo not drawn)	-6%	-15%	4%	0.2%
CCOC(=O)c1c(Oc2ccc(OC)cc2)nnc(-c2ccccc2)c1-c1ccccc1	-4%[10.9 µM]	14%	13%	u
Cc1ccc(N(C(=O)c2ccc(Br)o2)C2C=CS(=O)(=O)C2)cc1 (stereo not drawn)	-9%	0%	-6%	-2.3%
Cn1c(=O)oc2cc(S(=O)(=O)N3CCCC(C(=O)NCCc4ccc(Cl)cc4)C3)ccc21 (stereo not drawn)	-15%[10.9 µM]	2%	-7%	1.3%
O=[N+]([O-])c1ccc([C@@H](Nc2ccccc2)c2ccc3cccnc3c2O)cc1	-11%[10.9 µM]	u	-19%[9.22 µM]	9.5%[11.4 µM]
CCn1nc(-c2ccccc2)c(-c2ccccc2)c(C(=O)Nc2ccc(NC(C)=O)cc2)c1=O	-3%[10.9 µM]	-22%	7%	u
Cc1ccc(O)c(NC(=O)c2ccc(Br)c(S(=O)(=O)N3CCCCC3)c2)c1	-19%[10.9 µM]	u	u	u
Cc1ccc2c(c1)C(c1ccc(F)cc1)N(C(=O)c1ccc(S(=O)(=O)N3CCCCC3)cc1)CC(=O)N2 (stereo not drawn)	-4%[10.9 µM]	4%	0%	u
COc1ccc(CCNC(=O)c2cc3cccc4c3n2CC(C)S4)c(OC)c1OC (stereo not drawn)	-4%[10.9 µM]	5%	11%	u
CCOc1ccc(CC(=O)Nc2ccc3c(c2)N(C)C(=O)c2ccccc2S3)cc1OCC	-28%[10.9 µM]	-17%	7%	u
CCOc1ccc(-n2c(SCC(=O)N3CCCC3)nc3c([nH]c4ccccc43)c2=O)cc1	-7%[10.9 µM]	-24%	6%	-1.4%
O=C(Cn1cnc2c(nnn2Cc2ccc(F)cc2)c1=O)NCc1ccc2c(c1)OCO2	-5%	-11%	-9%	2.8%
O=C(Cn1nnc2c(cnn2-c2ccc(F)cc2)c1=O)c1ccccc1F	x	5%	10%	-2.2%
CCc1cccc(NS(=O)(=O)c2c(C)nc3sc(CC)nn3c2=O)c1	-6%[10.9 µM]	-22%	2%	u
CCCn1c(SCC(=O)OCc2ccccc2)nc2c1c(=O)n(C)c(=O)n2C	10%	5%	-5%	2.6%
CCOC(=O)/C=c1\sc2n(c1=O)CCN=2	u	0%	5%	4.8%
Cc1cc2n(n1)SC(Nc1cccc3ccccc13)N2 (stereo not drawn)	x	-6%	22%	x
CC(=O)Nc1ccc(NC(=O)CSC2=NCCS2)cc1	x	9%	2%	2.0%
COc1cccc(C2C=C(c3ccc(OC)cc3OC)Nc3nnnn32)c1 (stereo not drawn)	-24%	3%	-10%	u
Cc1ccc(C(NC(=O)NC(C)c2ccccc2)C(Cl)(Cl)Cl)cc1F (stereo not drawn)	x	1%	16%	x

Arranged by number of heavy atoms (smallest number first): 3 of the compounds above
SMILES	Imprint erasure	p53ts 39C kill	p53ts 32C tox	IkB sig inh
Cc1cc2n(n1)SC(Nc1cccc3ccccc13)N2 (stereo not drawn)	x	-6%	22%	x
Cc1ccc(O)c(NC(=O)c2ccc(Br)c(S(=O)(=O)N3CCCCC3)c2)c1	-19%[10.9 µM]	u	u	u
Cn1c(=O)oc2cc(S(=O)(=O)N3CCCC(C(=O)NCCc4ccc(Cl)cc4)C3)ccc21 (stereo not drawn)	-15%[10.9 µM]	2%	-7%	1.3%

The results go on:
SMILES	Imprint erasure	p53ts 39C kill	p53ts 32C tox	IkB sig inh
CCOC(=O)N1CCN(C(=O)Nc2ccc3nccnc3c2)CC1	x	4%	6%	x
O=C(NCCN1CCN(c2cccc(Cl)c2)CC1)c1cccn2c(=O)c3ccccc3nc12	-5%	1%	2%	-0.2%
Cc1cccc(-c2noc(C3CC(=O)N(c4ccc5c(c4)OCCO5)C3)n2)c1 (stereo not drawn)	-11%[10.9 µM]	u	-5%	u
O=C1CCCC/C1=C\Nc1ccc(Cl)cn1	-56%[inhibitor]	-6%	-6%	3.2%
Cc1cccc(C(=O)OCc2cc(=O)n3nc(C4CCCCC4)sc3n2)c1	-9%[10.9 µM]	3%	-4%	0.5%
Cc1cccc(N2CCN(C(=O)Cn3ncc4c3-c3cc(C)ccc3OC4)CC2C)c1 (stereo not drawn)	-11%[10.9 µM]	-28%	12%	u
Cn1nccc1C(=O)NCc1ccc2c(c1)CCN2C(=O)c1ccc(Cl)cc1	-22%[10.9 µM]	-11%	-5%	u
COc1ccc(-n2nc(C(=O)NCCc3ccc(Cl)cc3)c3c4ccccc4n(C)c3c2=O)cc1	10%[10.9 µM]	u	-7%	u
Cc1ccc2nc(-c3ccc(NC(=O)c4ccccc4S(C)(=O)=O)cc3)sc2c1	2%[10.9 µM]	-2%	-9%	-2.5%
Cc1c(C(=O)NC(C)c2ccccc2)sc2ncnc(N(C)C3CCCCC3)c12 (stereo not drawn)	-17%[10.9 µM]	-8%	18%	u
Cc1cccc2cc3c(N)c(C(=O)N4CCOCC4)sc3nc12	-58%[inhibitor]	u	-2%	0.9%
CCN(CC)CCCN1C(=O)c2oc3ccccc3c(=O)c2C1c1cccc(OC)c1OC (stereo not drawn)	-14%	-5%	-4%	0.4%
CC1=C(C(=O)Nc2cccc(C(F)(F)F)c2)C2(CCN(C(C)C)CC2)OC1=O	-3%[10.9 µM]	-18%	-5%	1.1%
CC(=O)N1CCCc2cc(S(=O)(=O)N3CCC(N(C)C(C)C)CC3)ccc21	-5%[10.9 µM]	-22%	-1%	3.1%
CCOc1ccc(NC(=O)CN(C)S(=O)(=O)c2cnc[nH]2)cc1	-8%[10.9 µM]	11%	-11%	0.0%
Cc1ccc(CNC(=O)c2cc3sc(Cl)cc3n2C)cc1	-7%[10.9 µM]	u	u	0.6%
CN1C=CC2=C(C#N)C(N)C(C#N)(C#N)C(c3ccccc3)C2C1 (stereo not drawn)	4%	-5%	-1%	-1.8%
Cc1noc(NS(=O)(=O)c2ccc(NC(=O)COc3ccccc3Br)cc2)c1C	-7%[10.9 µM]	-2%	-7%	1.2%
CCOC(=O)Cn1c(=O)n(CC2CCCO2)c2nc(-c3ccc(OCC)cc3)nc(C(N)=O)c21 (stereo not drawn)	17%[10.9 µM]	9%	0%	u
Cc1cccc(N(C)C(=O)CS(=O)(=O)c2cccc3nsnc23)c1	-5%[10.9 µM]	u	11%	u

Four neighbouring compounds already listed:
SMILES	Imprint erasure	p53ts 39C kill	p53ts 32C tox	IkB sig inh
Cc1cccc(C(=O)OCc2cc(=O)n3nc(C4CCCCC4)sc3n2)c1	-9%[10.9 µM]	3%	-4%	0.5%
Cc1cccc(N2CCN(C(=O)Cn3ncc4c3-c3cc(C)ccc3OC4)CC2C)c1 (stereo not drawn)	-11%[10.9 µM]	-28%	12%	u
Cn1nccc1C(=O)NCc1ccc2c(c1)CCN2C(=O)c1ccc(Cl)cc1	-22%[10.9 µM]	-11%	-5%	u
COc1ccc(-n2nc(C(=O)NCCc3ccc(Cl)cc3)c3c4ccccc4n(C)c3c2=O)cc1	10%[10.9 µM]	u	-7%	u

New compounds follow.
SMILES	Imprint erasure	p53ts 39C kill	p53ts 32C tox	IkB sig inh
O=C(c1ccc2nc(N3CCOCC3)sc2c1)N1CCC2(CC1)OCCO2	-12%	-12%	12%	-0.7%
Cn1ccc2cc(S(=O)(=O)N3CCCN(C(=O)Nc4ccc(Br)cc4)CC3)ccc21	-14%[10.9 µM]	-15%	1%	0.8%
CCOc1ccccc1Nc1sc(C(=O)c2ccccc2)c(N)c1S(=O)(=O)c1ccc(C)cc1	-23%[10.9 µM]	-10%	5%	3.7%
CCCCCCC#CC1C=CC(Oc2ccc(C=O)cc2)C(CO)O1 (stereo not drawn)	x	4%[9.22 µM]	3%[9.22 µM]	x
N#Cc1cc(Oc2ccccc2)c(-n2nnc3ccccc32)cc1C#N	x	7%	2%	x
O=C(NCCCc1ccccc1)C1CC(=O)N(c2ccc3c(c2)OCCO3)C1 (stereo not drawn)	-9%	-7%	0%	-1.1%
CCC(C)NC(=O)CS(=O)Cc1nc(-c2cccc(C)c2)oc1C (stereo not drawn)	-21%	1%	-1%	-1.3%
CCN(c1ccccc1)c1cc(C)nc2nc(C)nn12	-12%	6%	-5%	-3.4%
CC1CCN(C(=O)c2ccc(N(C)S(C)(=O)=O)cc2)CC1	1%	23%	6%	-2.7%
COc1ccc(S(=O)(=O)n2nc(OC(=O)c3ccco3)cc2N)cc1	x	6%	-2%	8.5%
Cc1ccc(C)c(CN2C(=O)C(=O)c3ccccc32)c1	-22%[10.9 µM]	-22%	15%	-0.1%
CCOC(=O)CSc1nnc(-c2ccoc2C)n1-c1ccc(OCC)cc1	0%	-7%	0%	0.8%
CCOC(=O)c1c(C)n(C)c2ccc(O)c(CN(C)C)c12	-20%	13%	-4%	1.7%
CCOC(=O)C1CCN(C(c2ccccc2OC)c2c(O)cc(C)n(CCOC)c2=O)CC1 (stereo not drawn)	4%[10.9 µM]	-11%	5%	0.7%
COC(=O)c1ccc(C(=O)OC)c(NC(=O)CN(c2ccccc2)S(=O)(=O)N(C)C)c1	-5%[10.9 µM]	7%	11%	8.3%
COc1cccc(NS(=O)(=O)c2ccc3[nH]c4c(c3c2)CCCCCC4)c1	-11%[10.9 µM]	20µM*	14%	u
COc1ccc(CNC(=O)c2cc3c(-c4ccc(Cl)cc4)nn(C)c3s2)cc1	21%[10.9 µM]	11%	6%	u
O=C(Nc1ccccn1)C1(c2ccccc2)CCCC1	-11%	0%	1%	0.6%
CCOC12NC(=O)CC(=O)N1C(c1ccccc1)=CS2 (stereo not drawn)	-25%	12%	-4%	u
CCN(C(=O)CSc1nc2ccccc2n1CC(=O)N(C)C1CCCCC1)c1ccccc1	2%[10.9 µM]	9%	-2%	u
C=CCn1c(SCC(=O)c2[nH]c(C)c(C(=O)OCC)c2C)nc2scc(-c3ccc(OC)c(OC)c3)c2c1=O	x	-13%	12%	x
COc1cccc(N2CC(NC(=O)c3ccc(S(=O)(=O)N4CCCCC4)cc3)CC2=O)c1 (stereo not drawn)	2%[10.9 µM]	-1%	-1%	-2.0%
COCCn1c(SCC(=O)c2c[nH]c3ccccc23)nc2cc(C(=O)NC(C)C)ccc2c1=O	-7%[10.9 µM]	-8%	5%	4.2%
O=C(NCc1ccc(F)cc1)c1ccc2oc(=O)n(Cc3ccccc3)c2c1	3%[10.9 µM]	7%	1%	u
CCOc1ccc(CNC(=O)Cn2c(=O)c3cccn3c3ccccc32)cc1	-3%[10.9 µM]	-22%	-4%	u
Cc1ccccc1CN1C(=O)C2(OCCCO2)c2ccccc21	-10%	0%	-12%	-0.1%
N#Cc1c(N)sc2c1CCCCCC2	-12%	-2%	4%	-3.8%
C=C(C)COc1ccc(-c2nc(N)ncc2Oc2ccccc2OC)c(O)c1	-32%[inhibitor]	3%	57%[activator]	0.9%
O=C(NCC1CCCO1)C1CCN(S(=O)(=O)c2cccc3nonc23)CC1 (stereo not drawn)	1%	-3%	-22%	0.2%
COCCNc1nc(C)nc2c1nc(-c1ccccc1)n2CCN1CCCCC1	3%	-13%	-4%	x
Cc1ccc(CC2S/C(=C(/C#N)C(=O)NCc3ccco3)N(c3ccccc3)C2=O)cc1 (stereo not drawn)	-6%	-3%	-1%	10%
COc1ccc(C2=NOC(C(=O)Nc3ccc(C)cc3)C2)cc1OC (stereo not drawn)	-12%	-10%	-8%	-0.3%
